EPAC2 antagonist: antagonists of human EPAC2 | EPAC2 GEF exchange of Rap1B-BODIPY-GDP, fluorescence | Potency, µM (doses to about 114 µM), for inactives: top-dose activity, negative = inhibition, actives largely listed as inhibitors | 0.18% of 360,000 active | AID 720708; also: % is scaled to controls: 0 for no effect and ±100 for the full control effect; nearly all actives have a fitted effect of over 45% in size; many of its hits are not listed in these tables
Target sequence (Q8WZA2 whole entry, looked up): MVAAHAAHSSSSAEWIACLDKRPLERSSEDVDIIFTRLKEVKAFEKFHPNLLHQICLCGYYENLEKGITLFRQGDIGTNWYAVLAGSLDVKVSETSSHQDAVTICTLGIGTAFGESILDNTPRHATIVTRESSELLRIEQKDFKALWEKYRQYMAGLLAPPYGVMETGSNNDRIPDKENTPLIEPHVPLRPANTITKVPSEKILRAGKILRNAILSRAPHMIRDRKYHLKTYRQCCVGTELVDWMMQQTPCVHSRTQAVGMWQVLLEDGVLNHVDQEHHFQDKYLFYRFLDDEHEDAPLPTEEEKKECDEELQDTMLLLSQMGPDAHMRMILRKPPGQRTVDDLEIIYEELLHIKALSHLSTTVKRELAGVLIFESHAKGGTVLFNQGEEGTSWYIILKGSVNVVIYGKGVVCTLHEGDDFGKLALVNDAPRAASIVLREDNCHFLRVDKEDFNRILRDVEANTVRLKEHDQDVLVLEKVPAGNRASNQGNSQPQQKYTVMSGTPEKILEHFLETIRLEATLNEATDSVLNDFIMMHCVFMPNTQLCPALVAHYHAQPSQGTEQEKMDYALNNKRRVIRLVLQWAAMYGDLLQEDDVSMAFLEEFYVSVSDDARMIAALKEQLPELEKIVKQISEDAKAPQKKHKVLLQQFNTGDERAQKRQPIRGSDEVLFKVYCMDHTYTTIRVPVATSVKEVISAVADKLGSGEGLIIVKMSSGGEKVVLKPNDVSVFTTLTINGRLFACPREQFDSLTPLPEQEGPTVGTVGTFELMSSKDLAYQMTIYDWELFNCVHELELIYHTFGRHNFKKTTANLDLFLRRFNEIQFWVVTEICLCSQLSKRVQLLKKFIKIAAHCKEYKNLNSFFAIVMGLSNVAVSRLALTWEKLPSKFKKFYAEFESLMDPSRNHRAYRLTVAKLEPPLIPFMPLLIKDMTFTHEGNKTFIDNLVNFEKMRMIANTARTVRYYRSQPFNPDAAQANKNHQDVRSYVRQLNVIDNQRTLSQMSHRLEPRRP
HepG2 viability: kills HepG2 cells in TGF-b inhibitor counter-screen; HepG2 CAGA-GFP viability, ATP luminescence, 18 h; 0.76% of 410,000 active; AID 588856; Potency, µM (top dose mostly 46.1 µM), for inactives: at the highest dose activity change, negative = cytotoxicity, hits mostly cytotoxic; also: some results filed as inactive show a strong effect at the top dose
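CellTiter-Glo luminescence gave cytotoxicity after 18 hours at 37 degrees C. The cells were HepG2 CAGA-GFP in 1% FBS DMEM, stimulated with 500 pg/mL TGF-beta after compound addition. %Activity was normalised to no-cell wells (complete cell-killing) and DMSO (no toxicity), and curves were fitted and classified.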
Nrf2 ARE act: activators of Nrf2 (ARE) signaling | AREc32 ARE-luciferase reporter (MCF7-derived line), luminescence, 24 h | Potency, µM (doses to about 46.1 µM), inactives show at the top dose activation, usual class: activators | 0.31% of 410,000 active; also: % of control where 0% means no effect; nearly all actives have a fitted effect of over 65% in size
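For detection, Steady-Glo was added and plates sat 30 min at RT; before that, AREc32_Fluc cells grown overnight in OPTI-MEM/5% FBS had been treated with 23 nL compound for 24 hr at 37 deg C.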
Nrf2 inh: inhibitors of Nrf2 signaling; A549 ARE-Fluc reporter, luciferase luminescence, 18-24 h; Potency, µM (titrated, usually from 46 µM), inactives show at the highest dose activity change, negative = inhibition, usual class: inhibitors; 2.1% of 360,000 active; also: % is scaled to controls: 0 for no effect and ±100 for the full control effect; nearly all actives have a fitted effect of over 60% in size
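In this cell-based qHTS, ARE-driven firefly luciferase in A549 cells reports Nrf2 activity; the luminescent signal after BugLite lysis is the measured value, with a prior CellTiter-Fluor read for cell health.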
ATXN viability: cell viability loss in ATXN counter-screen. S2 cells (HEK-293 line with an ATXN2-luciferase reporter) viability, CellTiter-Fluor protease fluorescence, 24 h. Potency, µM (top dose mostly 56.7 µM), actives largely listed as cytotoxic. 0.49% of 400,000 active; also: nearly all actives have a fitted effect of over 40% in size
A549 tox: counter-screen for Nrf2 inhibitors: cytotoxicity in A549 cells; Potency, µM (titrated, usually from 46 µM), for the others: at the top dose activity change, negative = cytotoxicity, hits mostly inhibitors; 0.16% of 390,000 active; A549 ARE-Fluc cells, CellTiter-Fluor viability, 18-24 h; also: % is scaled to controls: 0 for no effect and ±100 for the full control effect
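Cytotoxicity counterscreen: CellTiter-Fluor fluorescence was measured in A549 ARE_Fluc cells after 18-24 h of compound exposure in a concentration series. The subsequent BugLite luminescent read reports ARE-luciferase activity.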
ATXN2 expr inh: ATXN2 expression inhibition | HEK-293 ATXN2-luciferase reporter, luminescence, 24 h | Potency, µM (titrated, usually from 57 µM), inactives show at the top dose activity change, negative = inhibition, actives largely listed as inhibitors | 0.72% of 360,000 active; also: % is scaled to controls: 0 for no effect and ±100 for the full control effect; nearly all actives have a fitted effect of over 55% in size
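qHTS (up to 57 uM final) was run with 24 h compound exposure of reporter cells at 37 °C. Each well was multiplexed: SteadyGlo luminescence measured ATXN2-luciferase expression after a fluorogenic Gly-Phe-AFC viability readout (25 uM final).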
TGFb SMAD3 inh: TGF-b pathway inhibition. HepG2 CAGA-GFP TGF-b/SMAD3 reporter, GFP fluorescence, 18 h; TGF-beta stimulated, 500 pg/mL final. Potency, µM (titrated, usually from 46.1 µM), inactives show top-dose activity, negative = inhibition, most hits filed as inhibitors. 1.2% of 410,000 active; also: % is scaled to controls: 0 for no effect and ±100 for the full control effect; nearly all actives have a fitted effect of over 65% in size
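Read-out: total well GFP (ex488/em500-530) summed from mean per-cell fluorescence. Cells: HEPG2 CAGA-GFP, 1% FBS DMEM, 18 h at 37 degrees C with 500 pg/mL final TGF-beta. Unstimulated wells served as the full-inhibition control; stimulated DMSO wells = 0%.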
MCF10A rereplic: DNA re-replication induction in MCF 10a cells. MCF 10A DNA re-replication, Hoechst nuclear intensity, 48 h. Potency, µM (series often up to 46.1 µM), for the others: top-dose activity, positive = re-replication, usual class: activators. 2.9% of 350,000 active. AID 624296; also: % of control where 0% means no effect; nearly all actives have a fitted effect of over 50% in size
* = called active by the depositor; i = inactive; ? = inconclusive; nt = not tested or not shown; & = joins results of further samples; [ ] = dose if it differs, or a comment. Calls follow the shape of the dose curve; as a rule, active = well fitted curve in the direction sought with a large enough effect; inconclusive = small, poorly fitted or top-dose-only effect, or another doubt; inactive = no such curve, though single readings can be large; an effect the other way counts as inactive or inconclusive. Potency is read from the fitted curve at half-maximal effect. A portion of the library, so the mix of outcomes need not match the whole.

Every second line gives: ATXN2 expr inh	A549 tox	ATXN viability	MCF10A rereplic	Nrf2 ARE act	EPAC2 antagonist	Nrf2 inh	HepG2 viability	TGFb SMAD3 inh
- COc1ccc(CN2CCN(C(=O)c3ccccc3C(=O)c3ccccc3)CC2)cc1F
  nt	nt	i	nt	6.5%	-5%	nt	-30%	3%
- COc1ccc(C(CCN2CCOCC2)c2c(O)cc(OC)cc2OC)cc1 (configuration not stated)
  8%	-8%&-2%	i	24%	-0.5%	4%	10%&8%	-26%&4%	?
- C[C@H](NC(=O)c1ncn2c1c(=O)[nH]c1ccccc12)c1ccccc1
  -13%	nt	i	nt	-0.8%	10%	nt	-20%	1%
- COc1ccc2[nH]c3nc(SCC(=O)NNC(=O)c4ccc(OC)c(OC)c4)nnc3c2c1
  13%	10%	i	0%	-0.4%	9%	12%	-3%	-8%
- CC(C)(C)c1ccc(C(=O)NNC(=S)NCc2ccco2)cc1
  25%	-1%	i	15%	0.2%	-14%	?	-3%	-11%
- COCCN(CC1CCCN(C2Cc3ccccc3C2)C1)C(=O)CSC (configuration not stated)
  nt	-5%	i	-2%	4.4%	3%	1%	11%	2%
- COc1ccc(NC(=O)c2nc3nc(C)cc(C(F)F)n3n2)cc1OC
  -5%	3%	i	-3%	-0.2%	0%	-16%	-2%	1%
- COc1ccc(OC)c(N(CCN2C(=O)c3ccccc3C2=O)C(=O)CCl)c1
  nt	nt	1.6µM*	nt	13µM*	-1%	nt	-56%	?
- CCN(CC)C(=O)[C@H]1C[C@H](CC(=O)NCc2ccc(OC)c(OC)c2)C(=O)N2CCc3c([nH]c4cc(CCC(=O)N(C)C)ccc34)[C@]12C
  9%	3%	i	-3%	2.3%	-5%	7%	-3%	-4%
- CCOc1ccc(C(=O)Nc2ccc(S(=O)(=O)N3CCN(C)CC3)cc2)cc1
  -18%	-2%	i	0%	-0.5%	0%	?	1%	-20%
- Cc1ccccc1CC(=O)Nc1ccon1
  0%	-11%	i	11%	0.3%	3%	-26%	-10%	15%
- Cc1ccc(N2CC(C(=O)N3CCC(C(=O)Nc4cccc(Br)c4)CC3)CC2=O)cc1 (configuration not stated)
  -37%	-18%	i	?	3.2%	-13%	-20%	-1%	-9%
- C(=N\n1cnnc1)/c1ccc(OCc2ccccc2)cc1
  30%	-2%	i	-5%	2.2%	6%	nt	-20%	22%
- Cc1oc2ccc(NS(=O)(=O)c3cccc4cccnc34)cc2c1C(=O)OC(C)C
  -13%	-3%	i	?	2.2%	-4%	?	5%	?
- NC(=O)C1CCN(C(=O)CCSCc2ccc(Cl)c(Cl)c2)CC1
  -2%	3%	i	-11%	0.0%	2%	-16%	3%	1%
- CCCCCCCCn1c(N2CCN(c3cccc(Cl)c3)CC2)nc2c1c(=O)[nH]c(=O)n2C
  -10%	12%	i	?	0.1%	-2%[57.1 µM]	-13%	0%	0%
- CCOc1ccccc1NC(=O)N(C)CCc1c(C)nn(CC)c1C
  8%	1%	i	nt	-0.4%	nt	nt	2%	6%
- Cc1cc(C(=O)N2CCCC(Nc3ccc(C(C)C)cc3)C2)nn1C (configuration not stated)
  -24%	5%	i	0%	3.6%	2%	-19%	-4%	-3%
- Cc1ccc2ncnc(Oc3ncccc3[N+](=O)[O-])c2c1
  -17%	0%	i	-2%	21%	-2%	?	-72%	?
- Cc1nc(CCNC(=O)C2CCC(=O)N(Cc3cccc(F)c3)C2)sc1C (configuration not stated)
  3%	-1%	i	2%	-1.3%	0%	20%	-5%	3%

The final two records of the section before lead into the next.
Every second line gives: ATXN2 expr inh	A549 tox	ATXN viability	MCF10A rereplic	Nrf2 ARE act	EPAC2 antagonist	Nrf2 inh	HepG2 viability	TGFb SMAD3 inh
- Cc1ccc2ncnc(Oc3ncccc3[N+](=O)[O-])c2c1
  -17%	0%	i	-2%	21%	-2%	?	-72%	?
- Cc1nc(CCNC(=O)C2CCC(=O)N(Cc3cccc(F)c3)C2)sc1C (configuration not stated)
  3%	-1%	i	2%	-1.3%	0%	20%	-5%	3%
- Cc1cccc(C(=O)N(Cc2ccco2)Cc2ccccc2F)c1
  nt	0%	nt	nt	4.2%	nt	-12%	-34%	?
- Cc1ccc(N2CC(c3nnc(Cc4ccc(F)cc4Cl)o3)CC2=O)cc1 (configuration not stated)
  3%	-2%	i	nt	0.2%	nt	-4%	0%	-10%
- NC(=O)CN1CCN(c2nc(-c3ccc(F)cc3)cs2)CC1
  0%	-9%	?	-30%[inhibitor]	2.0%	13%	2%	13%	-1%
- CCN(CC)C(=O)CNC(=S)N(CCCN1CCOCC1)Cc1cccs1
  -3%	0%	i	17%	0.1%	0%	7%	-3%	2%
- CCOC(=O)CNC(=O)CNC(=O)c1nn(-c2ccc(OC)c(Cl)c2)c(=O)c2ccccc12
  -17%	1%	i	5%	-0.3%	-5%	-8%	-16%	6%
- COc1ccc(CC(=O)Nc2cccc(-c3ccc4nncn4n3)c2)cc1OC
  ?	?	i	17%	3.5%	3%	21µM*	2%	-1%
- O=S(=O)(c1ccccc1Cl)N1CCC(O)(c2cccnc2)CC1
  -2%	0%	i	-2%	0.2%	-6%	1%	11%	-1%
- O=C1c2ccccc2-c2nnc(-c3ccc(F)cc3)cc21
  -35%	-1%	i	6%	2.4%	4%	?	-11%	-9%
- C[C@H](CO)N1C[C@H](C)[C@H](CN(C)C(=O)Nc2ccccc2F)OCc2cnnn2CCCC1=O
  4%	nt	i	nt	0.1%	11%	nt	11%	20%
- COc1ccc(OC(=O)CCc2c[nH]c3ccccc23)cc1
  -32%	10%	?	0%	0.3%	-12%	1%	-1%	0%
- CCN(CC(=O)Nc1ccc(NC(C)=O)cc1)CC(=O)Nc1ccc(Cl)c(Cl)c1
  -15%	1%	i	-3%	-0.5%	1%	0%	-26%	4%
- COc1ccccc1C1C(C#N)=C(N)Oc2cc(C)n(Cc3ccccn3)c(=O)c21 (configuration not stated)
  5%	13%	i	7%	-0.1%	-3%	8%	22%	-8%
- COc1ccc(CNC(=O)c2cn(Cc3ccc(OC(C)=O)cc3)c(=O)s2)cc1
  16%	nt	i	nt	-0.8%	-14%	nt	1%	-2%
- O=C(Nc1cccc(Cl)c1)Nn1cnnc1
  -2%	1%	i	-4%	-0.8%	1%	0%	14%	15%
- COc1ccc(CCN=C(NS(=O)(=O)c2ccc(Cl)cc2)c2ccccc2)cc1
  -30%	-4%	i	?	-0.3%	-15%	-28%	1%	3%
- O=C(CC(=O)N/N=C/c1ccc(F)cc1)N/N=C/c1ccc(F)cc1
  nt	13%	i	-1%	0.3%	7%	?	17%	8%
- CCCCSc1nnc(CSc2nc3nc(C)cc(C)n3n2)o1
  4%	-6%	i	-1%	0.0%	-8%	?	-14%	-2%
- COc1ccc([C@H]2CC(=O)C=C(c3ccc(-c4ccccc4)c(F)c3)C2)cc1OC
  3%	1%	i	-1%	0.0%	0%	2%	0%	?
- N#CC1=C(N)C(C#N)(C#N)C(c2cccnc2)C2CN(C(=O)OCc3ccccc3)CC=C12 (configuration not stated)
  -3%	-5%	i	?	20%	-8%	?	-33%	?
- COc1cccc(-n2nnc(-c3nc(-c4ccccc4F)no3)c2C)c1
  nt	12%	nt	nt	2.0%	nt	?	-15%	2%

Next section.
Every second line gives: ATXN2 expr inh	A549 tox	ATXN viability	MCF10A rereplic	Nrf2 ARE act	EPAC2 antagonist	Nrf2 inh	HepG2 viability	TGFb SMAD3 inh
- Nc1nc(SCC(=O)c2c(N)n(C3CC3)c(=O)[nH]c2=O)n[nH]1
  3%	0%	i	3%	-0.4%	5%	0%	64%	18%
- CCCCCCN1CC(C(=O)OCC)C(=O)C1=O (configuration not stated)
  7%	-3%	i	-4%	-0.2%	7%	-15%	-2%	?
- O=C(NC1CCCCCC1)c1ccc(CS(=O)(=O)Cc2ccc(F)cc2)o1
  37%	2%	i	15%	-0.4%	5%	4%	-77%	1%
- CC1=C(C(=O)OC2CCCC2)C(c2ccc(F)cc2F)CC(=O)N1 (configuration not stated)
  -24%	0%	i	nt	-0.7%	nt	?	-44%	?
- COCCN1C(=O)c2ccccc2C1c1nnnn1C(C)C (configuration not stated)
  19%	nt	i	nt	2.4%	3%	nt	nt	nt
- CCOC(=O)N1CCN(C(=O)c2cc3cc(OC)c(OC)cc3[nH]2)CC1
  14%	-5%	i	-2%	0.0%	-7%	1%	-1%	24%

By substructure, the entries above containing a Cl atom.
Every second line gives: ATXN2 expr inh	A549 tox	ATXN viability	MCF10A rereplic	Nrf2 ARE act	EPAC2 antagonist	Nrf2 inh	HepG2 viability	TGFb SMAD3 inh
- COc1ccc(OC)c(N(CCN2C(=O)c3ccccc3C2=O)C(=O)CCl)c1
  nt	nt	1.6µM*	nt	13µM*	-1%	nt	-56%	?
- NC(=O)C1CCN(C(=O)CCSCc2ccc(Cl)c(Cl)c2)CC1
  -2%	3%	i	-11%	0.0%	2%	-16%	3%	1%
- CCCCCCCCn1c(N2CCN(c3cccc(Cl)c3)CC2)nc2c1c(=O)[nH]c(=O)n2C
  -10%	12%	i	?	0.1%	-2%[57.1 µM]	-13%	0%	0%
- Cc1ccc(N2CC(c3nnc(Cc4ccc(F)cc4Cl)o3)CC2=O)cc1 (configuration not stated)
  3%	-2%	i	nt	0.2%	nt	-4%	0%	-10%
- CCOC(=O)CNC(=O)CNC(=O)c1nn(-c2ccc(OC)c(Cl)c2)c(=O)c2ccccc12
  -17%	1%	i	5%	-0.3%	-5%	-8%	-16%	6%
- O=S(=O)(c1ccccc1Cl)N1CCC(O)(c2cccnc2)CC1
  -2%	0%	i	-2%	0.2%	-6%	1%	11%	-1%
- CCN(CC(=O)Nc1ccc(NC(C)=O)cc1)CC(=O)Nc1ccc(Cl)c(Cl)c1
  -15%	1%	i	-3%	-0.5%	1%	0%	-26%	4%
- O=C(Nc1cccc(Cl)c1)Nn1cnnc1
  -2%	1%	i	-4%	-0.8%	1%	0%	14%	15%
- COc1ccc(CCN=C(NS(=O)(=O)c2ccc(Cl)cc2)c2ccccc2)cc1
  -30%	-4%	i	?	-0.3%	-15%	-28%	1%	3%

Compound activity deposited in PubChem by National Center for Advancing Translational Sciences (NCATS).
